High-throughput results: PubChem, National Center for Advancing Translational Sciences (NCATS)
POLH inh – DNA polymerase eta (human) inhibition; Q9Y253; recombinant Pol eta, fluorescent DNA replication assay; Potency, µM (doses to about 114 µM), without a hit: top-dose activity change, negative = inhibition, most hits filed as inhibitors; hit rate 1.2% among 390,000; AID 588591; note: % is set by controls: 0 for no effect and ±100 for the full control effect
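Pol eta (10 nM) was preincubated with compounds for 15 min at room temperature, after which fluorescent replication substrate (50 nM final) was added to start the reaction. Fluorescence was read kinetically at 0 and 10 min.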
JMJD2A Tudor – inhibitors of human JMJD2A Tudor domain | hit rate 4.4% among 390,000 | O75164 | AID 504339 | Potency, µM (top dose mostly 114 µM), for inactives: at the highest dose activity change, negative = inhibition, actives largely listed as inhibitors | AlphaScreen JMJD2A-Tudor / H3K4me3 peptide binding; note: % is set by controls: 0 for no effect and ±100 for the full control effect; nearly all actives have a fitted effect of over 50% in size
Target sequence (O75164 whole entry, looked up, the tested form may be a part): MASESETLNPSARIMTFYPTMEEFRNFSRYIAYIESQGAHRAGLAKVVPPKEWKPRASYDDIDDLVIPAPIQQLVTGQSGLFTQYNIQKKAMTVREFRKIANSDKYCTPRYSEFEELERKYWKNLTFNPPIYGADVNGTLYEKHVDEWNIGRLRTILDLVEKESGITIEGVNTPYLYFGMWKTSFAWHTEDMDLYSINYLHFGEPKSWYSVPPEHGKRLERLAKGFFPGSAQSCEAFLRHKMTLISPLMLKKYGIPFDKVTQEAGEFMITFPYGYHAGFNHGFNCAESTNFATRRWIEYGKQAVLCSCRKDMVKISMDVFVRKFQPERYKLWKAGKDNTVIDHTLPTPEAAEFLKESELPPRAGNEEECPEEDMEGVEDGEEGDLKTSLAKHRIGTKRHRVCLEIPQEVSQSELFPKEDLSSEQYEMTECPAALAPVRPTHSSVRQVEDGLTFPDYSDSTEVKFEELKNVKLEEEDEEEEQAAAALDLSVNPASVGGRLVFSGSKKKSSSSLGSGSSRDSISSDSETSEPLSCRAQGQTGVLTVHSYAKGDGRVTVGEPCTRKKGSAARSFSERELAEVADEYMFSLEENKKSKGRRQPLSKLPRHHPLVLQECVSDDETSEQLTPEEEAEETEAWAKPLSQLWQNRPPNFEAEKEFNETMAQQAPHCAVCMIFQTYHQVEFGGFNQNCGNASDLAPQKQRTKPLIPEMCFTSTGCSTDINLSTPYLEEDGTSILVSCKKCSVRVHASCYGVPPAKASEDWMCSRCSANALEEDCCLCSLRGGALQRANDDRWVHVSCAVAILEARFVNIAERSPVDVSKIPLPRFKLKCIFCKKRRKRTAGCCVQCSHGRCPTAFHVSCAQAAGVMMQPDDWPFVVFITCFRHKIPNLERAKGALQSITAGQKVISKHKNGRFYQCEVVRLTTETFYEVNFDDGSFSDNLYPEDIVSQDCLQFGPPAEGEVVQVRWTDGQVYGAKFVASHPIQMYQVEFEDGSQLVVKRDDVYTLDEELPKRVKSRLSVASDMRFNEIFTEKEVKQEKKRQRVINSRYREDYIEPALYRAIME
POLB inh – DNA polymerase beta (human) inhibition; P06746; Pol beta primer extension/strand displacement, fluorescence kinetic; Potency, µM (doses to about 114 µM), for inactives: at the highest dose activity change, negative = inhibition, most hits filed as inhibitors; hit rate 1.3% among 340,000; note: % is set by controls: 0 for no effect and ±100 for the full control effect
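10 nM enzyme + cpd, 15 min RT; start with substrate 50 nM final; read 0 min and after 10 min RT. Corrected, normalized data; 4-parameter Hill curve fit.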
BAZ2B block – inhibitors of human BAZ2B bromodomain | Q9UIF8 | AlphaScreen BAZ2B-H3K14Ac peptide displacement | Potency, µM (series often up to 114 µM), inactives show at the highest dose activity change, negative = inhibition, most hits filed as inhibitors | hit rate 4.4% among 360,000 | AID 504333; note: % is set by controls: 0 for no effect and ±100 for the full control effect; nearly all actives have a fitted effect of over 60% in size
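Multi-concentration screen (max 110 uM) measuring displacement of acetylated histone H3 peptide from BAZ2B by AlphaScreen, using 50 nM protein, 50 nM peptide and 10 ug/mL streptavidin donor plus Ni-chelate acceptor beads.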
APEX1 inh – blocks human APE1 abasic DNA cleavage; hit rate 0.35% among 350,000; Potency, µM (series often up to 65.8 µM), without a hit: at the highest dose activity change, negative = inhibition, usual class: inhibitors; recombinant APE1, TAMRA/BHQ-2 abasic DNA cleavage fluorescence; P27695;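 note: plate controls were vehicle for no effect and reference inhibitor for full effect; nearly all actives have a fitted effect of over 55% in size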
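APE1 at 0.75 nM final was preincubated with compound 15 min at room temperature, then 50 nM double-stranded THF abasic-site substrate (5'-TAMRA/3'-BHQ-2) was added. Fluorescence (ex 525/em 598 nm) was read kinetically; third-minus-first read gave activity.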
Pol kappa inh – blocks human DNA polymerase kappa activity; purified Pol kappa, fluorescent DNA synthesis assay, 10 min; Potency, µM (top dose mostly 107 µM), for inactives: at the top dose activity, negative = inhibition, most hits filed as inhibitors; hit rate 0.53% among 400,000; AID 588579; note: % is set by controls: 0 for no effect and ±100 for the full control effect
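10 nM Pol kappa preincubated 15 min at room temperature with compounds, then reaction started with substrate at 50 nM final. Fluorescence read kinetically at 0 and 10 min; buffer-only wells served as negative control.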
Pol iota inh – inhibitors of human DNA polymerase iota; hit rate 1% among 390,000; Potency, µM (titrated, usually from 115 µM), for inactives: at the highest dose activity, negative = inhibition, actives largely listed as inhibitors; Q9UNA4; AID 588590; Pol iota fluorescent replication assay, 10 min
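Fluorescent replication assay read twice, at 0 min and 10 min after adding 50 nM (final) substrate. Enzyme (10 nM) and compounds were first incubated 15 min at room temperature; enzyme-free buffer wells were negative controls.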
G9a block – inhibitors of human histone lysine methyltransferase G9a | Q96KQ7 | G9a H3K9 monomethylation, AlphaScreen, 2 h | Potency, µM (highest dose often 102 µM), inactives show at the highest dose activity, negative = inhibition, actives largely listed as inhibitors | hit rate 8.8% among 350,000; note: % is set by controls: 0 for no effect and ±100 for the full control effect; nearly all actives have a fitted effect of over 75% in size
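G9a (20 nM) was preincubated 15 min with compound, then reacted 2 h at room temperature with 500 nM biotin-H3K9 peptide and 20 µM SAM. Monomethyl-H3K9 detected by AlphaScreen using anti-H3K9me1 antibody.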
BLM inh – blocks DNA unwinding by human BLM helicase. P54132. recombinant BLM DNA unwinding, fluorescence dequenching. Potency, µM (doses to about 56.1 µM), inactives show top-dose activity change, negative = inhibition, hits mostly inhibitors. hit rate 0.2% among 350,000;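 note: plate controls were vehicle for no effect and no enzyme for full effect; nearly all actives have a fitted effect of over 35% in size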
Numbers without * were called inactive; & = joins results of further samples; [ ] = remark or other dose. Calls come from the whole dose curve; as a rule, active = well fitted curve in the direction sought with a large enough effect; inconclusive = small, poorly fitted or top-dose-only effect, or another doubt; inactive = no such curve, though single readings can be large; an effect the other way counts as inactive or inconclusive. Potency is the fitted concentration of half-maximal effect. This is a subset, so the mix of outcomes need not match the whole.

`COc1ccc2cc(CCN3C(=O)c4ccccc4C3=O)c(=O)[nH]c2c1` gave POLH inh 1%, JMJD2A Tudor -12%, POLB inh -2%, BAZ2B block 1%, APEX1 inh 1%, Pol kappa inh -3%, Pol iota inh -16%, G9a block -145% and BLM inh -6%.
Screening COc1ccc2c(c1C)CCC(C)(C#N)C2=O (stereo not given) returned POLH inh -3%, JMJD2A Tudor 1%, Pol kappa inh -1% and Pol iota inh 21%.
For CC(C)COC(=O)c1nnsc1NC(=O)Nc1ccccc1 the results were POLH inh -25%, JMJD2A Tudor -19%, POLB inh -3%, BAZ2B block 8%, APEX1 inh 3%, Pol kappa inh -2%, Pol iota inh -8%, G9a block -2% and BLM inh -9%.
`Cc1ccccc1NC(=O)c1ccc2nc(Cc3ccccc3)oc2c1` gave POLH inh -19%, JMJD2A Tudor -2%, POLB inh inconclusive, BAZ2B block -4%, Pol kappa inh -10%[60.1 µM], Pol iota inh 44%[activator], G9a block 7%[59 µM] and BLM inh -2%.
For CCc1nnc(SCc2ccc(F)cc2Cl)c2cc3sccc3n12 the results were POLH inh -18%, JMJD2A Tudor -6%, POLB inh -10%, BAZ2B block -12%, Pol kappa inh -7%, Pol iota inh 21%, G9a block -16%[59 µM] and BLM inh -7%.
CCOC(=O)c1ccc[n+]([O-])c1 was read as POLH inh -9%, JMJD2A Tudor 3%, Pol kappa inh 4% and Pol iota inh 35%[activator].
`O=C1c2ccccc2C(=O)N1CNc1ccccc1` gave POLH inh -11%, JMJD2A Tudor -9%, POLB inh 2%, BAZ2B block 5%, APEX1 inh -1%, Pol kappa inh 4%, Pol iota inh 13%, G9a block 5%[12.7 µM] and BLM inh 2%.
Cc1cccc(NC(=O)c2cnc3sccn3c2=O)n1 was read as POLH inh -12%, JMJD2A Tudor -30%, Pol kappa inh -8% and Pol iota inh 10%.
COc1ccc(-c2sc(C(=O)c3ccc(Cl)cc3Cl)cc2CC(=O)O)cc1 was read as POLH inh -15%, JMJD2A Tudor 11%, POLB inh -8%, BAZ2B block 13%, APEX1 inh 5%, Pol kappa inh -5%, Pol iota inh 122%[activator], G9a block 16% and BLM inh -6%.
Screening Cc1nn(CC(=O)OCC(=O)NCCc2ccc(F)cc2)c(C)c1[N+](=O)[O-] returned POLH inh -7%, JMJD2A Tudor 2%, APEX1 inh 20%, Pol kappa inh -4% and Pol iota inh -1%.
Screening CC(C(=O)O)c1ccc(CC2CCCC2=O)cc1 (stereo not given) returned POLH inh -3%[57.1 µM], JMJD2A Tudor 6%, POLB inh 16%[57.1 µM], APEX1 inh -3%, Pol kappa inh -5%[60.1 µM], Pol iota inh 10%[58.9 µM], G9a block 9%&1%[12.7 µM] and BLM inh 3%.
For CCN(CC)CCN(C(=O)CCOc1ccccc1)c1nc2c(F)cc(F)cc2s1 the results were POLH inh -5%, JMJD2A Tudor -9%, POLB inh 4%, APEX1 inh 0%, Pol kappa inh 4%, Pol iota inh -11%, G9a block inconclusive and BLM inh 57%[activator].
`OCC1(CCc2ccccc2)CCN(C/C=C/c2ccccc2)CC1` gave POLH inh -9%, JMJD2A Tudor -23%, POLB inh -4%, BAZ2B block -5%, APEX1 inh 28%, Pol kappa inh 9%, Pol iota inh inconclusive, G9a block 29% and BLM inh -2%.
Screening Cc1ccc(NC2=NCC(=O)N2Cc2ccc3c(c2)OCO3)c(C)c1 returned POLH inh -6%, JMJD2A Tudor -22%, POLB inh -25%, BAZ2B block -24%, APEX1 inh -5%, Pol kappa inh -9%, Pol iota inh inconclusive, G9a block -13%[59 µM] and BLM inh -2%.
`COc1ccc(CCC(=O)Nc2ccc(S(=O)(=O)N3CCOCC3)cc2)cc1` gave POLH inh -17%, JMJD2A Tudor -5%, POLB inh 4%, BAZ2B block -1%, APEX1 inh 27%, Pol kappa inh -3%, Pol iota inh -13%, G9a block -3% and BLM inh 0%.

Structures listed so far that have a Cl atom, in the order listed:
For CCc1nnc(SCc2ccc(F)cc2Cl)c2cc3sccc3n12 the results were POLH inh -18%, JMJD2A Tudor -6%, POLB inh -10%, BAZ2B block -12%, Pol kappa inh -7%, Pol iota inh 21%, G9a block -16%[59 µM] and BLM inh -7%.
COc1ccc(-c2sc(C(=O)c3ccc(Cl)cc3Cl)cc2CC(=O)O)cc1 was read as POLH inh -15%, JMJD2A Tudor 11%, POLB inh -8%, BAZ2B block 13%, APEX1 inh 5%, Pol kappa inh -5%, Pol iota inh 122%[activator], G9a block 16% and BLM inh -6%.

(further entries)
`O=C(COc1ccc(Cl)cc1)Nc1sc2c(c1C(=O)Nc1cccc(Cl)c1)CCCC2` gave POLH inh -11%, JMJD2A Tudor 71µM*, POLB inh -21%, BAZ2B block inconclusive, Pol kappa inh 0%, Pol iota inh -17%, G9a block 1.8µM* and BLM inh -1%.
For O=C(Nc1nnc(C2=COCCO2)o1)c1ccc([N+](=O)[O-])s1 the results were POLH inh -19%, JMJD2A Tudor 56µM*, POLB inh 43%, BAZ2B block 79µM*, APEX1 inh -7%, Pol kappa inh 1%, Pol iota inh 23%, G9a block 45µM* and BLM inh -2%.
`Cc1ccc(C(=O)Nc2cc(C(F)(F)F)ccc2N2CCCCC2)cc1[N+](=O)[O-]` gave POLH inh -13%, JMJD2A Tudor -11%, POLB inh 11%, BAZ2B block 7%, APEX1 inh 18%, Pol kappa inh 3%, Pol iota inh -10%, G9a block 3%[59 µM] and BLM inh 3%.
`O=C(NC(N1CCCC1)C(Cl)(Cl)Cl)c1ccccc1` (stereo not given) gave POLH inh -12%, JMJD2A Tudor 1%, POLB inh 25%, BAZ2B block 9%, APEX1 inh -5%, Pol kappa inh -8%, Pol iota inh 22%, G9a block -10% and BLM inh -1%.
Screening CCOC(=O)Cn1c(=O)oc2cc(S(=O)(=O)N3CCC(N4CCCCC4)CC3)ccc21 returned POLH inh -12%, JMJD2A Tudor -18%, POLB inh 13%, BAZ2B block 6%, APEX1 inh 2%, Pol kappa inh -16%, Pol iota inh 93%[activator], G9a block -8% and BLM inh -3%.
COc1cc(CO)c(OC)c([N+](=O)[O-])c1 was read as POLH inh -17%, JMJD2A Tudor -19%&-15%, POLB inh 2%, BAZ2B block -7%[57.1 µM], APEX1 inh 4%&-4%, Pol kappa inh -7%&-6%, Pol iota inh 16%&-13% and BLM inh -1%&3%.
Screening Clc1ccc(C2=NCCN2)cc1 returned POLH inh 10%, JMJD2A Tudor -9%, POLB inh 21%, BAZ2B block inconclusive, APEX1 inh 3%, Pol kappa inh 5%, Pol iota inh 13%, G9a block 5%[59 µM] and BLM inh 2%.
For COc1ccc2c(c1)c(C(=O)N/N=C/c1ccccc1Cl)c(C)n2C the results were POLH inh 0%, JMJD2A Tudor -10%, POLB inh -26%, BAZ2B block -23%, APEX1 inh -6%, Pol kappa inh -9%, Pol iota inh 45%[activator], G9a block 5% and BLM inh -5%.
Screening O=C(CSc1nc2ccsc2c(=O)n1Cc1ccccc1Cl)NCc1ccc(F)cc1 returned POLH inh -3%, JMJD2A Tudor -12%, POLB inh 33%, BAZ2B block 4%, Pol kappa inh -6%, Pol iota inh -7%, G9a block 4%[59 µM] and BLM inh 1%.
CCn1nc(NC(=O)Cc2ccc(OC)cc2)c2cc3cc(C)ccc3nc21 was read as POLH inh -8%, JMJD2A Tudor -9%, POLB inh -24%, BAZ2B block -4%, APEX1 inh inconclusive, Pol kappa inh -11%, Pol iota inh inconclusive, G9a block 45µM* and BLM inh -1%.
`Cc1cc(/C=C2/NC(=O)NC2=O)c(C)n1-c1ccccn1` gave POLH inh -13%, JMJD2A Tudor -28%[57.1 µM], POLB inh 25%, BAZ2B block -11%, APEX1 inh 12%, Pol kappa inh -12%, Pol iota inh 12%, G9a block 7%[59 µM] and BLM inh 4%.
For CSc1cccc(NC(=O)Cn2nnc(C(=O)NCCc3ccccc3)c2N)c1 the results were POLH inh -21%, JMJD2A Tudor -29%, POLB inh 25µM*, BAZ2B block -9%, Pol kappa inh -5%[60.1 µM], Pol iota inh 79µM*, G9a block -25%[59 µM] and BLM inh -9%.
For CN1CCN(c2ccc(NC(=O)Cc3ccccc3)cc2)CC1 the results were POLH inh 7%, JMJD2A Tudor -13%, POLB inh 0%, BAZ2B block -2%, APEX1 inh -7%, Pol kappa inh -20%, Pol iota inh 8%, G9a block -30%[12.7 µM] and BLM inh -3%.
O=C(NNC(=O)c1cccc(S(=O)(=O)N2CCCCC2)c1)c1ccccc1 was read as POLH inh -11%, JMJD2A Tudor -16%, APEX1 inh -21%, Pol kappa inh -5% and Pol iota inh -5%.
O=C(C[n+]1cc(-c2ccc(F)cc2)n2c1CCC2)Nc1nc(-c2ccccc2)cs1 was read as POLH inh -21%, JMJD2A Tudor -31%, POLB inh 0%, BAZ2B block -28%, APEX1 inh 6%, Pol kappa inh -1%, Pol iota inh -9%, G9a block -11%[59 µM] and BLM inh -10%.
O=C(OCc1cc(=O)n2nc(-c3cccs3)sc2n1)c1ccccc1Cl was read as POLH inh inconclusive, JMJD2A Tudor -29%, POLB inh 35µM*, BAZ2B block -27%, Pol kappa inh inconclusive, Pol iota inh inconclusive, G9a block 26%[59 µM] and BLM inh -12%.
For COC(=O)c1cccc(Oc2nc3c(c(=O)n(C)c(=O)n3C)n2Cc2ccc(C)cc2)c1 the results were POLH inh -6%, JMJD2A Tudor -29%, Pol kappa inh 2% and Pol iota inh -19%.
Screening CC(C)(C)NC(=O)CN1C(=O)NC(c2ccccc2)(c2ccccc2)C1=O returned POLH inh -13%, JMJD2A Tudor 3%, POLB inh -3%, BAZ2B block 2%, APEX1 inh 53%, Pol kappa inh 3%, Pol iota inh 27%, G9a block 14%[12.7 µM] and BLM inh -3%.
`O=C(COC(=O)C1CC2CCCC(C1)C2=O)c1cccc(Br)c1` (stereo not given) gave POLH inh -12%, JMJD2A Tudor -2%, BAZ2B block 14%, APEX1 inh -5%, Pol kappa inh -4%, Pol iota inh 13% and G9a block inconclusive.
Screening CCOC(=O)Cc1csc(SCC(=O)NC2CCCC2)n1 returned POLH inh -19%, JMJD2A Tudor -3%, BAZ2B block 11%, APEX1 inh 19%, Pol kappa inh -2%, Pol iota inh 49%[activator] and G9a block 1%.
